Screens from PubChem BioAssay.
Cneo AK release: Cryptococcus neoformans cell lysis inducers, primary screen, AK release luminescence, single concentration. C. neoformans lysis, adenylate kinase release luminescence, 4 h; normalised: neutral wells 0, clomiphene wells 100. lysis activity, % at 15 µM. hit rate 0.2% among 360,000. AID 651654, 2012;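 active means mean lysis activity across replicates of at least 80%, whatever share of replicates individually reach that level; inactive means mean lysis activity below 80%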
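Assay system: C. neoformans cells. Amount: yeast cell density of 5 × 10^6 cells/mL. Technique: AK luminescence. Buffer or medium: YPD. Times: static 4 h at 37 °C with compound, 1 h detection. Dosing: single-point compound dose. Read-out: lysis from increased AK signal.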
PglD DTNB: C. jejuni PglD acetyltransferase inhibitors, primary screen, biochemical, DTNB colorimetric, single point; inhibition, % at 12.5 µM; hit rate 0.098% among 360,000; purified PglD enzyme, DTNB colorimetric CoA detection; AID 602405, 2012; in the data active means inhibition above about 16%, passing the limit was not always enough; inconclusive means no clear call, values can overlap the other calls; further: strong numbers were not always called active
PAX8 reporter: inhibitors of PAX8-driven TPO luciferase reporter, primary screen, RMG-I cells, single concentration; SteadyGlo, 24 h; inhibition, % at 12.6 µM; hit rate 1.2% among 360,000; AID 652154, 2013;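 active means mean replicate inhibition at least 60% with every replicate also reaching 60%; inconclusive means only one of the two criteria is met; inactive means mean below 60% and not all replicates reaching 60%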;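 further: luciferase light reporting Pax8 driven TPO promoter activity; plate controls were median of neutral control wells for no effect and mitoxantrone controls for full effect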
ARNT-TACC3 inh: disruptors of ARNT/TACC3 protein interaction, primary screen, biochemical, AlphaScreen, single concentration; hit rate 0.66% among 390,000; AlphaScreen His-ARNT PAS-B/GST-TACC3 binding, luminescence; TACC3 fragment carries E629A point mutation; inhibition, % at 9.99 µM; Transforming acidic coiled-coil-containing protein 3 (Homo sapiens), Q9Y6A5; AID 623870, 2012;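 active means mean inhibition of replicates at least 50% and at least half of replicates each reaching 50%; inconclusive means half or more replicates reach 50% but mean below 50%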;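 further: 0% = complete ARNT plus TACC3 wells and 100% = ARNT alone without TACC3; many hits fall short of the cut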
PGC1a acetyl inh: inhibitors of PGC1a acetylation signal, primary screen, cell-based, U2OS, AlphaScreen, inhibitor mode; AlphaScreen anti-acetyl-lysine; with virally co-expressed GCN5 acetyltransferase; inhibition, % at 15.6 µM; hit rate 0.17% among 350,000; AID 651687, 2012;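 active means every replicate shows inhibition of at least 40%; inconclusive means mean inhibition at least 40% but some replicate below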;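 further: 0% = neutral control wells and 100% = positive control wells; some results beyond the cut were filed as inactive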
C2C12 statin: suppressors of statin myotoxicity in C2C12 myotubes, primary screen, cell-based, single point, plate reader; hit rate 0.78% among 330,000; rescue of ATP level, % at 7.49 µM; C2C12 myotubes + simvastatin, ATP luminescence, 48 h; scaled: DMSO 0, geranylgeraniol control 100;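 active means mean ATP rescue above about 67%, or every replicate alone reaching that limit, limit read from the data, passing the limit was not always enough; inconclusive means no clear call, values can overlap the other calls; inactive means mean under the limit and some replicate under it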;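 further: myotubes were challenged with 10 µM simvastatin during compound exposure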
LGR2 inh: inhibitors of bursicon-induced LGR2 CRE-luciferase signal, primary screen, cell-based, HEK293, CRE-luciferase reporter, bursicon stimulation | Drosophila bursicon receptor LGR2 (rickets) | bursicon-stimulated, 4 h | inhibition, % at 9.99 µM | hit rate 0.35% among 380,000 | AID 720647, 2013;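 active means drop in luminescence signal, shown as inhibition above about 50% in the replicate tests, limit read from the data, passing the limit was not always enough; inconclusive means probably only some replicates passing the limit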;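 further: agonist challenge used bursicon conditioned medium at about half maximal strength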
GSIS activator: GLuc luminescence reporter in INS-1E cells, primary screen for activators of glucose-dependent secretion of insulin; AID 743287, 2014; hit rate 0.61% among 370,000; INS-1E GLuc reporter insulin secretion, 2-3 h; activation, % at 16.6 µM;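 active means lowest replicate activation of at least 40%, so every replicate reaches that level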;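 further: 0% = median of neutral control wells and 100% = median of IBMX positive control wells; some compounds called inactive have numbers as strong as hits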
Starred values were filed as active, the others as inactive; u = inconclusive; x = not tested or not shown; & = joins results of further samples. Rows are unselected; overall some 2.9% were active at least once.

Below each SMILES – Cneo AK release, PglD DTNB, PAX8 reporter, ARNT-TACC3 inh, PGC1a acetyl inh, C2C12 statin, LGR2 inh, GSIS activator
> C[C@H]1CN([C@@H](C)CO)C(=O)c2cc(-c3cccc(C(=O)N(C)C)c3)cnc2O[C@H]1CN(C)S(=O)(=O)c1cccc(F)c1
→ 1, -1, x, 4, 6, -9, -6, -4
> NC(=O)c1ccc(NC(=O)CN2CCN(c3ccccc3)CC2)cc1
→ 1, 2, 1, -2, 0, -3, -1, 7
> O=C(c1ccccc1)N1CCN(C(=O)c2ccccc2)c2ccccc21
→ -1, 0, 8, -2, x, 7, 6, x
> Cc1cccc(OCC(=O)NC2CCCc3ccccc32)c1C (stereo not drawn)
→ x, x, 20, -3, -6, -1, -19, 1
> C[C@H]1CN([C@@H](C)CO)C(=O)c2cccc(NC(=O)NC3CCCCC3)c2O[C@@H]1CN(C)Cc1ccc(C(F)(F)F)cc1
→ -2, 1, x, -1, -5, x, u, -12
> O=Cc1cccn1-c1cccnc1
→ 0, -14, -9, -3, -6, x, -5, 4
> O=C(C[C@H]1CC[C@@H]2[C@H](COC[C@H](O)CN2C(=O)Nc2ccc(F)cc2)O1)NC1CCC1
→ -1, -1, x, 1, 2, -14, -10, -5
> O=c1ccn(-c2cccc(C(F)(F)F)c2)nc1-c1ccn(-c2ccccc2)n1
→ -1, 4, x, -2, 4, 23, x, x
> CN1C(=O)c2cc(NC(=O)c3cccc(C(F)(F)F)c3)ccc2OC[C@@H]2O[C@H](CC(=O)NCCN3CCCC3)CC[C@@H]21
→ 1, 2, -7, -3, -4, -17, 3, 7
> COCCN(Cc1ccccc1)C(=S)Nc1ccc(OC(F)F)cc1
→ x, x, 11, -20, 5, -20, 6, -14
> CN(CC(=O)Nc1ccccc1C(F)(F)F)C(=O)CN1C(=O)C2CCCCC2C1=O (stereo not drawn)
→ 5, 2, -10, -27, 0, -5, 2, 9
> CN(C)CC(=O)Nc1ccc2c(c1)[C@H]1C[C@H](CC(=O)NCc3ccc(Cl)cc3)O[C@H](CO)[C@H]1O2
→ 9, -5, x, 0, 5, -1, 12, -3
> COc1ccc(N2C(=O)C3CCCN3C2c2ccc(C)o2)cc1Cl (stereo not drawn)
→ -2, -3, 15, -1, -7, 2, x, x
> CN(C)CCNC=C(C(=O)Nc1ccc(Cl)cc1Cl)C(=O)Nc1ccc(Cl)cc1Cl
→ -2, 3, x, -3, 0, 26, x, x
> COc1ccc(C(=O)N2CCC(C(=O)N3CCN(Cc4ccccc4)CC3)CC2)cc1
→ -1, -2, 13, -1, -1, x, 8, 30
> COc1cccc(OCc2nnc(SCc3cc(=O)[nH]c4ccccc34)o2)c1
→ x, x, 8, -2, -1, 0, 5, -1
> O=C(C[C@@H]1CC[C@@H]2[C@H](COC[C@H](O)CN2S(=O)(=O)c2ccccc2)O1)NCc1ccc(-c2ccccc2)cc1
→ 0, -1, 20, -1, -9, -5, -1, -6
> CC(=O)Nc1ccc(CNc2ncnc3ccc(-c4c(C)noc4C)cc23)cc1
→ 0, 0, -178, -1, -40, -5, -20, -26
> CCn1c(C)cs/c1=N\C(=S)Nc1ccccc1C
→ x, x, 5, 7, x, x, 5, 11
> Cc1ccc(NC(=O)CCc2nnc3ccc(N4CCC(C)CC4)nn23)nc1
→ -12, 3, -12, 0, -15, -10, 0, 9
> Cc1cc([N+](=O)[O-])ccc1NC(=O)c1cncc(Br)c1
→ 1, -1, x, 1, 4, x, 8, 2
> COc1ccccc1-n1cnc2cc(C(=O)N3CCOCC3)ccc21
→ 4, 0, -31, 2, -13, -1, -22, x
> Cc1cccc(C)c1OCC(=O)N(Cc1ccc(N(C)C)cc1)C1CCS(=O)(=O)C1 (stereo not drawn)
→ 0, 4, -5, 7, -3, 2, 13, -4
> CCOc1ccc(S(=O)(=O)N2CCOCC2)cc1NC(=O)c1ccc(N2CCCC2=O)cc1
→ 2, -2, -12, 0, x, 8, -15, 9
> Cc1noc(C)c1S(=O)(=O)Nc1ccc2c(c1)C(=O)N([C@@H](C)CO)C[C@@H](C)[C@@H](CN(C)C(=O)Nc1ccc3c(c1)OCO3)OCCCC[C@H](C)O2
→ -1, 0, x, 8, -12, x, 12, -7
> O=C(Nc1cccc(Cl)c1)N1C[C@H]2[C@@H](c3ccccc31)[C@@H](CO)N2C(=O)C1CCCC1
→ 0, -2, -6, -7, -7, -10, 1, -10
> C[C@@H]1CN([C@H](C)CO)C(=O)c2cc(NS(=O)(=O)c3cccs3)ccc2O[C@@H](C)CCCCO[C@@H]1CN(C)C(=O)c1ccccc1
→ -2, 1, -36, -2, x, -27, 5, -18
> C[C@H]1CN([C@@H](C)CO)C(=O)Cc2cc(NC(=O)C3CC3)ccc2O[C@@H]1CN(C)Cc1ccc(C(F)(F)F)cc1
→ 5, -3, 49, 0, 10, 14, -15, -7
> Brc1cc2c(cc1Cn1c(-c3cncs3)nc3ccccc31)OCO2
→ 21, -5, x, 3, 5, 23, -25, 37
> COc1ccc(S(=O)(=O)N(C)C[C@H]2Oc3c(NC(=O)c4ccncc4)cccc3C(=O)N([C@H](C)CO)C[C@H]2C)cc1
→ 0, 0, x, 5, 1, 15, -5, -1
> O=C(Nc1ccccc1C(=O)O)c1cccc(S(=O)(=O)Nc2ccc(Br)cc2)c1
→ -3, 10, -2, -1, x, 14, -14, 13
> CCOC(=O)C1CCCN(c2nc3c(C)cccn3c(=O)c2/C=C(\C#N)C(=O)NCc2ccco2)C1 (stereo not drawn)
→ x, x, -4, 4, -3, x, 1, -8
> O=c1[nH]c2cc3c(cc2cc1C(c1nnnn1C1CCCC1)N1CCSCC1)OCCO3 (stereo not drawn)
→ -5, 1, x, 2, -7, 6, -18, 3
> CC(C)(C)c1ccc(S(=O)(=O)Nc2ccc3c(c2)COC3=O)cc1
→ 3, 6, 15, x, -6, 8, 33, -42
> Cc1ncc(CO)c(/C=N/NC(=S)Nc2ccc(C(C)C)cc2)c1O
→ -1, -2, 33, 44, -3, -18, -8, -12
> C=CCN1C(=O)C(Cc2cccc(C)c2)SC1=Nc1ccc(C(=O)O)cc1 (stereo not drawn)
→ -2, 6, x, -8, 3, 14, x, x
> COc1cccc(-c2cnc3c(c2)C(=O)N([C@@H](C)CO)C[C@H](C)[C@H](CN(C)Cc2ccccc2)O3)c1
→ -2, -2, -5, -7, -8, 50, -4, -3
> C[C@H]1CN([C@@H](C)CO)C(=O)Cc2cc(NS(=O)(=O)c3cn(C)cn3)ccc2O[C@H]1CN(C)Cc1ccc(-c2ccccc2)cc1
→ x, x, x, x, 2, -1, 4, -3
> C[C@@H]1CN([C@@H](C)CO)C(=O)c2cc(/C=C/c3ccccc3)cnc2O[C@H]1CN(C)C(=O)Nc1ccccc1F
→ -2, 0, 7, 1, -1, 60, -2, -12
> COc1cc(NC(=O)c2nccn2C)cc(C(=O)Nc2cccc(C(F)(F)F)c2)c1
→ 0&-3, 7&-2, 33&43, -4, x, -18&-62, 19&23, -1&-5
> CC(C)(C)[C@H]1COC(=O)CC/C=C\C[C@H](CC(=O)N(CCO)Cc2ccccc2)C(=O)N1
→ -1, -3, 10, -7, 4, -2, 15, 14
> C[C@@H]1CN([C@@H](C)CO)C(=O)c2cc(Br)cnc2O[C@@H]1CN(C)C(=O)c1cccnc1
→ -2, 3, x, 2, 11, x, 2, 17
> N#Cc1cccc(C(=O)Nc2ccc(S(=O)(=O)Nc3nccs3)cc2)c1
→ 2, 4, -1, 6, x, -2, 11, 23
> CC=Cc1ccc2n(c1=O)C[C@@H]1[C@@H](CO)[C@H](C(=O)NCC3CC3)[C@H]2N1CCC(F)(F)F (mixture of isomers)
→ 47, 4, 4, 13, x, -2, 6, -2
> CS(=O)(=O)c1ccc(C(=O)OCC(=O)NC(=O)C2CCCCC2)cc1[N+](=O)[O-]
→ x, x, 56, -9, x, x, 60*, 3
> CN(C)C(=O)[C@H]1N[C@H]2c3ccc(-c4ccc(F)cc4)c(=O)n3C[C@H]2[C@@H]1CO
→ -1, 18, x, -11, x, -10, -14, 2
> CCOC(=O)c1c(C)nc2c(c1-c1ccc(OC)c(OC)c1)C(=O)c1ccccc1-2
→ 1, 1, x, -25, 1, -35, -3, -13
> Cc1ccc(S(=O)(=O)N(C)C[C@H]2OCCCC[C@@H](C)Oc3ccc(N(C)C)cc3C(=O)N([C@H](C)CO)C[C@@H]2C)cc1
→ -3, -5, 13&6, x, 3&-16, 9&-4, 18, 2&-5
> Cc1ccc(NC(=O)NCCN2CCCCC2)cc1Cl
→ -2, -3, -1, 2, -10, -6, 6, 14
> COc1ccc(C(=O)NC(=S)Nc2ccc3oc(=O)ccc3c2)cc1OC
→ -2, 1, -9, 1, -1, x, 2, 1
> Cn1c(-c2ccccc2)c[n+]2c1CCCCC2
→ x, x, 1, -21, 0, x, 0, 18
> CCN(CC)CCSc1nc(O)c(C(C)C)c(=O)[nH]1
→ 1, -1, -4, 1, 4, 6, x, x
> OC[C@H]1[C@H](c2ccc(-c3ccc(F)cc3)cc2)[C@@H]2CN(CCC(F)(F)F)CCCCN12
→ 55, -4, -18, 6, -7, x, 8, -6
> COCc1cn(CC[C@H]2CC[C@@H](NC(=O)c3ccc(F)cc3)[C@H](CO)O2)nn1
→ 0, 3, -10, 3, 2, -2, 13, 3
> COc1ccc(S(=O)(=O)N(C)C[C@@H]2Oc3c(NC(=O)c4cnccn4)cccc3C(=O)N([C@H](C)CO)C[C@@H]2C)cc1
→ -2, 6, x, -9, 3, -25, -11, 13

Sorted by count of non-hydrogen atoms (largest number first): six of the compounds above.
Below each SMILES – Cneo AK release, PglD DTNB, PAX8 reporter, ARNT-TACC3 inh, PGC1a acetyl inh, C2C12 statin, LGR2 inh, GSIS activator
> Cc1ccc(S(=O)(=O)N(C)C[C@H]2OCCCC[C@@H](C)Oc3ccc(N(C)C)cc3C(=O)N([C@H](C)CO)C[C@@H]2C)cc1
→ -3, -5, 13&6, x, 3&-16, 9&-4, 18, 2&-5
> OC[C@H]1[C@H](c2ccc(-c3ccc(F)cc3)cc2)[C@@H]2CN(CCC(F)(F)F)CCCCN12
→ 55, -4, -18, 6, -7, x, 8, -6
> CCOC(=O)c1c(C)nc2c(c1-c1ccc(OC)c(OC)c1)C(=O)c1ccccc1-2
→ 1, 1, x, -25, 1, -35, -3, -13
> Cc1ccc(NC(=O)NCCN2CCCCC2)cc1Cl
→ -2, -3, -1, 2, -10, -6, 6, 14
> CCN(CC)CCSc1nc(O)c(C(C)C)c(=O)[nH]1
→ 1, -1, -4, 1, 4, 6, x, x
> Cn1c(-c2ccccc2)c[n+]2c1CCCCC2
→ x, x, 1, -21, 0, x, 0, 18
